UBC13 inh: blocks human UBC13 polyubiquitin chain formation; P61088; TR-FRET; inhibition, % at 20 µM; actives 0.47% (n = 330,000); in the data active = inhibition above about 45%, passing the limit was not always enough; inconclusive = no clear call, values can overlap the other calls
Target sequence (P61088 whole entry, looked up): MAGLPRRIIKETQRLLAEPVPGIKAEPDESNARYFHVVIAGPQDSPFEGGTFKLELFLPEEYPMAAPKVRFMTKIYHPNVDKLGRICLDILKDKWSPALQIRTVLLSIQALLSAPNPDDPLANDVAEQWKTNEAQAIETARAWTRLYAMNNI
Apaf1 inhib: human Apaf-1 inhibition. reconstituted apoptosome caspase-3 activity, DEVD-Rh110 fluorescence. actives 0.71% (n = 330,000). inhibition, % at 20 µM. AID 489030; active = inhibition of at least 40% at 20 µM;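 note: plate controls were DMSO wells for no effect and DEVD-CHO caspase inhibitor wells for full effect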
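Material: reconstituted apoptosome with Apaf-1, cytochrome c, caspase-9, procaspase-3, dATP / Buffer or medium: pH 7.5 Hepes buffer with CHAPS, BSA, DTT / Also added: cytochrome c with DEVD-Rh110 / Schedule: compound with Apaf-1, dATP, procaspase-3 30 min, then 50 min reaction, room temperature / Technique: rhodamine 110 fluorescence at Ex 480/Em 540 nm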
A3G deaminase: inhibitors of human APOBEC3G DNA deaminase | recombinant A3G, ssDNA deamination FAM/TAMRA fluorescence | inhibition, % at 20 µM | actives 0.28% (n = 330,000) | AID 493012;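 active = inhibition of at least 40% at 20 µM, with no more than 30% in the related APOBEC3A deaminase screen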;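 note: plate controls were DMSO wells with A3G for no effect and wells lacking A3G enzyme for full effect; some compounds called inactive have numbers as strong as hits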
Target sequence (Q9HC16 whole entry, looked up): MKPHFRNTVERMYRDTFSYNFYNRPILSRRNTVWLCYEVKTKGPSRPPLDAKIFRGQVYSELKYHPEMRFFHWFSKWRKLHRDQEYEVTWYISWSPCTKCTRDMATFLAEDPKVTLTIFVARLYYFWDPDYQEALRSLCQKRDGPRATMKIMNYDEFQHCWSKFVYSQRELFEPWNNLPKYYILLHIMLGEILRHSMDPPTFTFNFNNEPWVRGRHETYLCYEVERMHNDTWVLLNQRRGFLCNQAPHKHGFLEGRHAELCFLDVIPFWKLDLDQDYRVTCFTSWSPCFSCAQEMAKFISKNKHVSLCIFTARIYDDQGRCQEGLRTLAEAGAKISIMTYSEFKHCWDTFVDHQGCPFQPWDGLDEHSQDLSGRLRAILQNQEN
SENP8 block-1: SENP8 (human) protease inhibition; recombinant SENP8, Nedd8 substrate fluorescence; inhibition, % at 20 µM; actives 0.64% (n = 360,000); AID 602440; in the data active = inhibition mostly above about 40%, no sharp cut-off; inactive = mostly below about 27%
Target sequence (Q96LD8 whole entry, looked up): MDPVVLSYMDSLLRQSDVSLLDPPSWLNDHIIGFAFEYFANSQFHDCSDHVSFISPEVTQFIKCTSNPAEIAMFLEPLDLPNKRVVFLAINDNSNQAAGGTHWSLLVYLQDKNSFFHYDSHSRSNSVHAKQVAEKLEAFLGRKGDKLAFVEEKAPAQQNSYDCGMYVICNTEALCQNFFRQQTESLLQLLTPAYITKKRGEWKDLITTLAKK
SENP7 block: SENP7 protease inhibition; recombinant SENP7, Z-RLRGG-aminoluciferin luminescence, 40 min; AID 434973; Q9BQF6; inhibition, % at 5 µM; actives 1.5% (n = 330,000);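 active = inhibition above about 50% at the single test dose, limit read from the data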;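 note: plate controls were DMSO with enzyme for no effect and no enzyme buffer wells for full effect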
Target sequence (Q9BQF6 706-1050 limits assumed): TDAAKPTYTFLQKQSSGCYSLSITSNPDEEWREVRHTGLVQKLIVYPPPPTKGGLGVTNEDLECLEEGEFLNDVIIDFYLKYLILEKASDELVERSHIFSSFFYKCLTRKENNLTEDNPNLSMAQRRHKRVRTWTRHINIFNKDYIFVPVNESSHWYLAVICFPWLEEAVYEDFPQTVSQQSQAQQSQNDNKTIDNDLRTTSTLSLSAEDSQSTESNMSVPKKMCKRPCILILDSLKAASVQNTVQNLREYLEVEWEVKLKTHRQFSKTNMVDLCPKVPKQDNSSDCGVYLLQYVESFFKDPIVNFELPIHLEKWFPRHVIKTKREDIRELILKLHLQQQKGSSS
SENP8 block-2: blocks the human protease SENP8 | actives 1.2% (n = 330,000) | AID 2540 | inhibition, % at 10 µM | purified SENP8, Z-RLRGG-aminoluciferin cleavage, luminescence; in the data active = inhibition above about 50%
SENP1 inh: blocks the human SENP1 SUMO protease catalytic domain. Q9P0U3. recombinant SENP1 catalytic domain, CyPet-SUMO1-YPet FRET cleavage. inhibition, % at 10 µM. actives 0.21% (n = 360,000);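 active = inhibition at least 30% at 10 µM, raw YFP signal under a set limit, fluorescence ratio 0.5 to 1.5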;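 note: 0% = enzyme with DMSO and 100% = no enzyme wells; some results filed as inactive read as strong as hits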
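system = hSENP1 catalytic domain, recombinant | reagent = SFCypet-SUMO1-SFYpet substrate at 25 nM | doses = one dose per compound, 10 µM, 0.5% DMSO | incubation = enzyme reaction for 50 min at room temperature, dark | measured by = FRET, CFP and YFP emission | controls = no-enzyme low, enzyme-DMSO high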
SENP6 inh: inhibitors of human SENP6 protease | AID 2599 | Recombinant SENP6 catalytic domain, aminoluciferin luminescence | actives 1.8% (n = 330,000) | inhibition, % at 10 µM;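 active = inhibition above about 50% at the single tested dose, limit read from the data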;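 note: plate controls were DMSO wells with enzyme for no effect and DMSO wells lacking enzyme for full effect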
Starred values were filed as active, the others as inactive; ? = inconclusive; / = not tested or not shown.

SMILES	UBC13 inh	Apaf1 inhib	A3G deaminase	SENP8 block-1	SENP7 block	SENP8 block-2	SENP1 inh	SENP6 inh
O=C(CN1CCSC1=O)N1CCN(S(=O)(=O)c2ccccc2)CC1	5	3	-2	10	10	0	3	4
COC(=O)c1ccc(COC(=O)CSCC(=O)Nc2ccc(C)cc2C)cc1	3	4	-3	-2	1	3	1	-7
CC(C)OC(=O)C1CC(C)(O)C(=O)C(C(=O)OC(C)C)C1c1ccc([N+](=O)[O-])cc1 (stereo not drawn)	0	4	-2	14	2	2	2	-35
Cc1ccc(S(=O)(=O)N2CCN(Cc3cccnc3)CC2)cc1	-6	7	7	-3	3	9	1	-5
Cc1c(NC(=O)/C=C/c2cccs2)c(=O)n(-c2ccccc2)n1C	-4	-2	-2	4	3	3	1	-7
Cc1ccc[n+](CC(=O)N2CCCCC2)c1C	10	-17	-4	9	5	7	3	-3
CCOc1ccccc1N(CC(=O)Nc1ccccc1C(=O)N1CCOCC1)S(C)(=O)=O	-6	-1	-3	4	4	0	1	0
O=C(O)c1ccc(CSc2nnc(-c3ccccc3Br)o2)cc1	-11	0	-3	-4	-12	-14	1	4
COC(=O)c1ccccc1NC(=O)c1nc2nc(C)cc(C(F)F)n2n1	7	0	-7	25	2	-3	2	6
CCCCn1c(N)c(N(Cc2ccccc2OC)C(=O)CCSC)c(=O)[nH]c1=O	7	6	-4	1	-12	4	-1	5
NC(=O)CC[C@@H]1NC(=O)[C@@H]2CCCN2C(=O)c2cc([N+](=O)[O-])cc(F)c2NCCC[C@@H](C(N)=O)NC1=O	-10	-3	-2	5	-2	-3	1	-6
CCCCOc1ccc(C2/C(=C(/O)c3ccc4c(c3)CC(C)O4)C(=O)C(=O)N2CCCN2CCOCC2)cc1OC (stereo not drawn)	-10	19	-5	-14	1	5	-5	0
Cc1ccc(NC(=O)c2nc(S(=O)(=O)Cc3ccccc3)ncc2Cl)cc1	14	17	1	12	6	-1	2	-15
Cc1ccc(CCNc2ccccc2C)cn1	-5	-4	-5	20	6	-1	0	9
O=C(NCc1ccccc1)c1c(F)c(F)c(F)c(F)c1F	-5	-5	-4	16	9	52*	0	-1
CCC(C(=O)OCC(=O)Nc1c(Cl)cc(Cl)cc1Cl)c1ccccc1 (stereo not drawn)	-1	4	-4	5	-5	-10	3	-19
O=C(NNC(=O)c1ccc(F)c(S(=O)(=O)N2CCOCC2)c1)c1ccc(Br)cc1	-1	4	1	11	8	-14	1	-15
CCCCC(=O)NC(=S)NNC(=O)CCc1ccccc1	-11	-18	12	15	6	3	1	9
CCC(=O)NCCCCCCNC(=O)CC	0	-9	-4	5	-15	-4	0	-17
CCCCC(=O)Nc1ncc(S(=O)(=O)c2ccc([N+](=O)[O-])cc2)s1	-12	15	-4	5	-15	-9	2	-13

One compound at a time (already shown):
CCCCC(=O)NC(=S)NNC(=O)CCc1ccccc1 across the screens: UBC13 inh = -11; Apaf1 inhib = -18; A3G deaminase = 12; SENP8 block-1 = 15; SENP7 block = 6; SENP8 block-2 = 3; SENP1 inh = 1; SENP6 inh = 9
O=C(CN1CCSC1=O)N1CCN(S(=O)(=O)c2ccccc2)CC1 across the screens: UBC13 inh = 5; Apaf1 inhib = 3; A3G deaminase = -2; SENP8 block-1 = 10; SENP7 block = 10; SENP8 block-2 = 0; SENP1 inh = 3; SENP6 inh = 4

Next section
SMILES	UBC13 inh	Apaf1 inhib	A3G deaminase	SENP8 block-1	SENP7 block	SENP8 block-2	SENP1 inh	SENP6 inh
O=c1c2cc(Br)ccc2nc(-c2cccc(Cl)c2)n1O	0	8	-5	11	2	-1	-2	14
CCn1c(SCCC(=O)O)nnc1-c1cccnc1	-7	-1	-3	19	5	4	0	6
O=C(N/N=C/c1coc2ccccc2c1=O)c1cc2ccccc2o1	2	-13	-5	-30	-3	-7	6	-8
CCC(C(=O)Nc1ccccc1C(=O)N1CCOCC1)N1C(=O)c2ccccc2C1=O (stereo not drawn)	-9	-10	-7	9	-11	-2	1	4
COc1cc(C(=O)NC2CCN(CC(=O)NC3CCCCC3)CC2)cc(OC)c1OC	4	0	2	5	1	3	-1	16
O=C(Nc1ccccc1N1CCCC1)C1=COCCO1	24	25	-7	-1	8	-4	-9	-3
CN(C(=O)c1c(Cl)cnn1C)C12CC3CC(CC(C3)C1)C2	7	4	4	12	-1	1	0	5
CN1CCN(C(=O)c2ccc(CN(c3ccccc3)S(=O)(=O)c3ccccc3)cc2)CC1	6	-5	-2	8	2	0	-3	-4
NS(=O)(=O)c1ccc(NC(=O)/C=C/c2cn(-c3ccccc3)nc2-c2cccc(Cl)c2)cc1	-12	-4	-5	-156	5	6	3	9
Cc1cc(NC(NC(=O)c2ccco2)(C(F)(F)F)C(F)(F)F)no1	-3	11	2	8	2	2	3	-8
CCOc1cccc(OCCOc2ccc(C(=O)c3ccccc3)cc2)c1	9	14	-1	14	7	0	1	17
Oc1oc(-c2ccccc2Br)nc1C=Nc1ccc(Br)cn1	-17	33	-6	-41	-9	-11	-67	-12
Fc1ccc(N2CCN(C3=Nc4cccc5cccc3c45)CC2)cc1	-4	8	-5	17	0	-4	90*	5
COc1ccc(C(=O)C(OC(=O)c2ccc(C)c(NC(C)=O)c2)c2ccccc2)cc1 (stereo not drawn)	9	6	-3	7	-12	5	3	15
Cc1nc(-c2ccccc2)nc2[nH]c(C(C)C)cc(=O)c12	-4	-10	-4	4	-9	-8	-6	-39
O=C(Cc1ccccc1)NC1CCN(C(=O)NCc2ccccc2)CC1	-1	3	0	17	1	0	-1	-12
CCC(=O)Nc1ccc2c(c1)nc(CCN1CCN(C)CC1)n2C	2	0	1	14	-1	-9	-3	-4
Cc1ccc(N(C(C)C(=O)N2CCOCC2)S(C)(=O)=O)cc1C (stereo not drawn)	2	-2	-1	-10	5	-1	1	1
CC(CC(=O)NC(C)c1ccc2c(c1)OCCO2)c1ccccc1 (stereo not drawn)	9	2	0	23	-5	1	2	0
C(=C\c1ccccc1)/CSc1nnc(-c2cnccn2)n1Cc1ccco1	0	-2	-13	-10	7	10	0	-6
Cc1nn(-c2ncc(C(F)(F)F)cc2Cl)c(=O)n1-c1ccccc1	-15	7	-4	6	-6	-7	2	-10
CC(=O)c1c(C)[nH]c(C(=O)CN2CCN(S(=O)(=O)c3ccc(C(C)C)cc3)CC2)c1C	6	8	-4	-1	7	3	0	-5
O=C(NCC1CCCO1)c1nc(Cn2ccc([N+](=O)[O-])n2)no1 (stereo not drawn)	10	-3	-3	10	2	-1	1	-8
C=CCNC(=S)N1CCC(C(N)=O)CC1	-11	1	-4	15	-2	-7	0	6
O=C(Cc1ccc(F)cc1)N1CCN(c2ccc([N+](=O)[O-])cc2)CC1	-13	3	-8	5	-1	-7	-4	-14
O=C(c1ccc(F)c(F)c1)N1CCC2(CC1)NCCc1[nH]cnc12	-7	-5	1	8	6	4	2	11
C[C@H](CO)N1C[C@H](C)[C@@H](CN(C)C(=O)Nc2ccc(C(F)(F)F)cc2)Oc2ccc(NC(=O)Cn3cnnn3)cc2C1=O	-16	5	-6	1	-3	-12	-3	-13
CCc1nc2sc3c(=O)[nH]cnc3c2c2c1CSC(C)(C)C2	?	-11	10	-56	-10	-3	-5	-16
CCN(C(=O)Cn1cnc2cc([N+](=O)[O-])ccc2c1=O)C1CCS(=O)(=O)C1 (stereo not drawn)	1	-19	-4	-24	1	1	-18	18
O=C1CCCC2=C1C(c1ccc(O)c(O)c1)c1c(ccc3ncccc13)N2 (stereo not drawn)	-2	21	17	-186	-4	-1	-5	-5
COc1cccc(-c2ccc3ncnc(NCc4cccs4)c3c2)c1	-5	8	-4	-258	-1	5	1	-2
C=C[C@H]1C(O[C@@H]2O[C@H](CO)[C@@H](O)[C@H](O)[C@H]2O)OC=C2C(=O)N3CCc4cc(OC)c(O)cc4[C@H]3C[C@H]21 (stereo partly drawn)	-2	-8	-2	-17	4	5	-3	19
O=C(Nc1ccc([N+](=O)[O-])cn1)c1cccnc1	-14	-4	3	21	-18	-13	-1	-21
CN(C(=O)CSc1nc(O)cc(=O)n1-c1ccccc1F)c1ccccc1	0	7	-7	0	0	10	1	7
O=C(COc1cc(O)c2c(=O)cc(-c3ccccc3)oc2c1)c1ccccc1	-4	8	-1	20	10	4	-2	-10
COc1ccccc1-c1cnnc(N/N=C/c2ccc(-c3cccc(Br)c3)o2)n1	-30	1	-3	30	-7	-4	6	-5
Cc1cc(N)n(-c2ccccc2C)n1	10	2	-11	5	4	-5	1	-12
CN(C(=O)COC(=O)Cc1ccccc1[N+](=O)[O-])C1CCS(=O)(=O)C1 (stereo not drawn)	12	-7	-7	2	2	7	2	13
C=CCn1c(SCC(=O)NC2CC2)nnc1C1CC1	-2	8	-3	7	-6	-2	1	0
CC(Nc1nc(N2CCN(CCO)CC2)nc2ccccc12)c1ccccc1 (stereo not drawn)	1	-11	-5	-263	5	-2	-1	6

Reprinted from the part before: 4 compounds; new compounds follow.
SMILES	UBC13 inh	Apaf1 inhib	A3G deaminase	SENP8 block-1	SENP7 block	SENP8 block-2	SENP1 inh	SENP6 inh
Cc1cc(N)n(-c2ccccc2C)n1	10	2	-11	5	4	-5	1	-12
CN(C(=O)COC(=O)Cc1ccccc1[N+](=O)[O-])C1CCS(=O)(=O)C1 (stereo not drawn)	12	-7	-7	2	2	7	2	13
C=CCn1c(SCC(=O)NC2CC2)nnc1C1CC1	-2	8	-3	7	-6	-2	1	0
CC(Nc1nc(N2CCN(CCO)CC2)nc2ccccc12)c1ccccc1 (stereo not drawn)	1	-11	-5	-263	5	-2	-1	6
COc1cc(C(c2sc3nc(C)nn3c2O)N2CCOCC2)cc(OC)c1OC (stereo not drawn)	0	3	4	14	-2	-7	2	-19
CCOC(=O)N1CCN(C(c2ccc(C(C)C)cc2)c2sc3nc(C)nn3c2O)CC1 (stereo not drawn)	-4	12	-12	2	-11	-9	1	-8
CCn1nnc(-c2ccccc2NC(=O)c2cccc(-n3cnnn3)c2)n1	6	-15	-3	3	-10	-7	-2	-15
CC1Cc2cc(S(=O)(=O)N3CCC(C(=O)NCc4ccco4)CC3)ccc2N1C(=O)C1CCC1 (stereo not drawn)	2	5	-8	11	2	5	-2	4
CC(=O)c1ccc(-n2c(C)c(C(C)=O)c3cc(O)ccc32)cc1	8	1	-4	12	-2	8	1	-2
COc1ccc([N+](=O)[O-])cc1NC(=O)C(C)OC(=O)C1CC(=O)N(Cc2ccco2)C1 (stereo not drawn)	-2	-1	-9	5	-5	1	0	-3
CCCOc1ccc(C(=O)O)cc1	-5	-21	-5	15	-2	3	0	12
CSc1ccccc1NC(=O)CO/N=C(\C)c1cc2ccccc2o1	7	16	-4	3	7	0	2	-12
Cc1ccc(OCC(=O)NNC(=O)CCc2ccccc2)cc1	-5	-12	-2	9	-7	-7	1	0
O=C(COC(=O)/C=C/c1nc2ccccc2s1)Nc1cccc2ccccc12	-2	0	3	-37	7	-5	-5	-3
Cc1ccc(CN2CC(C(=O)Nc3ccncc3)CC2=O)cc1 (stereo not drawn)	-2	0	-3	11	10	-14	-1	0
CCc1ccc(NC(=O)CSc2nc3ccccc3c(=O)n2CCCC(=O)N2CCCC2)cc1	6	20	-8	7	-5	-7	3	-2
CCOC1=C/C(=C/c2c(N)n3oc(C)cc3nc2=O)C=CC1=O	-41	-4	1	/	3	2	/	0
Fc1ccccc1COc1ccc(Br)cc1CNCC1CCCO1 (stereo not drawn)	17	2	-4	-3	-6	-3	1	3
COc1cc(NC(=O)C2CCCCC2)c2ncccc2c1	-3	15	8	-89	9	7	2	-14
CCOC(=O)CN1C(=O)C(=O)N(Cc2ccccc2)C1=O	1	3	0	3	9	12	2	-1
O=C(O)CCCC(=O)N1CCc2cc(S(=O)(=O)N3CCc4ccccc43)ccc21	-4	3	-6	2	10	-8	2	-4
N#Cc1ccc(CSc2ncccn2)cc1	0	6	-6	17	2	-1	1	9
COCCCNC(=S)N1CCN(S(C)(=O)=O)CC1	-5	0	-2	9	-6	-5	2	-11

Compound activity: PubChem BioAssay, Sanford-Burnham Center for Chemical Genomics

Rows are unselected (roughly 3.6% active in at least one column).
